Screening results (PubChem)
hIAP block: human IAP inhibition; P09923; purified IAP, CDP-Star luminescence, 30 min; inhibition, % at 10 µM; actives 0.12% (n = 330,000); AID 2544;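 active means inhibition reaching a set limit with compound at 10 µM in the primary screen, cut at about 35% in these data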;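 further: plate controls were DMSO wells with enzyme for no effect and no-enzyme buffer wells for full effect; values of inactives mirror those of a sister screen read the other way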
Target sequence (P09923 whole entry, looked up): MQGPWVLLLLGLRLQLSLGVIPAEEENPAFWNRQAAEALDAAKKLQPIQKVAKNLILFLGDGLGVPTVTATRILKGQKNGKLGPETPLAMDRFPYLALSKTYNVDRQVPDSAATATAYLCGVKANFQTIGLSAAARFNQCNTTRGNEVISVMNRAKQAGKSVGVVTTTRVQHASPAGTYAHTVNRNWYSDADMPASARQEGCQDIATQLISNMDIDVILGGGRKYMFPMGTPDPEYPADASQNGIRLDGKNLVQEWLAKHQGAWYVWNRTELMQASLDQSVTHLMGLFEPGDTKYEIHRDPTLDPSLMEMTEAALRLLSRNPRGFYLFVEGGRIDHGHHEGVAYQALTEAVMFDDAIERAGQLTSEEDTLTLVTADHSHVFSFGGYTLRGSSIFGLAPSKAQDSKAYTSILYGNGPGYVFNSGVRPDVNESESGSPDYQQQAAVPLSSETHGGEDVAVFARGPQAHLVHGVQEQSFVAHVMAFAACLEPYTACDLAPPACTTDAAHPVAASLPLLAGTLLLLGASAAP
A3G deaminase: inhibitors of human APOBEC3G DNA deaminase. Q9HC16. recombinant A3G, ssDNA deamination FAM/TAMRA fluorescence. inhibition, % at 20 µM. actives 0.28% (n = 330,000);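 active means inhibition of at least 40% at 20 µM, with no more than 30% in the related APOBEC3A deaminase screen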;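 further: plate controls were DMSO wells with A3G for no effect and wells lacking A3G enzyme for full effect; some compounds called inactive have numbers as strong as hits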
beta cell repl: induces beta-cell replication in MIN6 cells. AID 2380. actives 0.29% (n = 330,000). proliferation, % at 10 µM. MIN6 cells proliferation, ATPlite luminescence, 48 h; cells starved in 0.2% serum; 100% = growth in 10% serum;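 active means compounds whose signal lies at least 3.5 SD above the mean of all wells on their plate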;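 further: 0% = DMSO-treated cells in low-serum medium and 100% = 10% serum control; some compounds called inactive have numbers as strong as hits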
MPTP inh: permeability transition pore inhibition; isolated mouse mitochondria, Ca2+ swelling absorbance, 30 min; inhibition, % at 10 µM; actives 1.4% (n = 360,000); AID 602449;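 active means inhibition of 50% or more, scaled per plate between neutral and stimulator controls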;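 further: 0% = DMSO wells given calcium and 100% = 1 mM EGTA wells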
mIAP inh: blocks mouse intestinal alkaline phosphatase; purified mouse IAP, CDP-Star luminescence, 30 min; inhibition, % at 10 µM; actives 0.2% (n = 330,000); AID 2806;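 active means inhibition of at least 40% at 10 µM in the primary screen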;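 further: plate controls were DMSO with enzyme for no effect and no enzyme wells for full effect; values of inactives mirror those of a sister screen read the other way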
APOBEC3A inh: inhibitors of human APOBEC3A DNA deaminase | AID 493011 | actives 0.41% (n = 330,000) | recombinant A3A, FAM/TAMRA ssDNA deamination fluorescence | P31941 | inhibition, % at 20 µM;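 active means at least 40% inhibition at 20 µM here, with at most 30% in a related deaminase screen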;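 further: plate controls were A3A with DMSO for no effect and wells lacking A3A enzyme for full effect; some results filed as inactive read as strong as hits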
mIAP act: mouse IAP activation; actives 0.24% (n = 330,000); activation factor at 10 µM; AID 2805; muIAP, CDP-Star luminescence, 30 min; stronger effect = higher value; 1 = vehicle-only enzyme signal, 0 = enzyme-free wells;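 active means activation factor of at least 2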; further: the source names both 10 and 20 µM as test concentration; values of inactives mirror those of a sister screen read the other way
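System: mouse IAP enzyme. Reagent: CDP-Star chemiluminescent phosphatase substrate. Benchmarks: DMSO wells, no-enzyme wells. Times: 30 min enzyme-substrate-compound incubation at room temperature. Detection: luminescence from enzymatic CDP-Star hydrolysis. Doses: test compounds delivered from DMSO solution.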
hIAP activ: human IAP activation; P09923; purified human IAP, CDP-Star luminescence, 30 min; stronger effect = higher value; 1 = vehicle-only enzyme, 0 = enzyme-free background; activation factor at 10 µM; actives 0.16% (n = 330,000); AID 2524;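 active means activation factor of the enzyme at least 2-fold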; further: the source names both 10 and 20 µM as test concentration; values of inactives mirror those of a sister screen read the other way
ATG4B inh: inhibitors of human ATG4B cysteine protease; Q9Y4P1; ATG4B cleavage of LC3-PLA2, NBD-HPC fluorescence, 1 h; inhibition, % at 8.33 µM; actives 0.51% (n = 340,000); in the data active means inhibition above about 40%
Target sequence (Q9Y4P1 whole entry, looked up): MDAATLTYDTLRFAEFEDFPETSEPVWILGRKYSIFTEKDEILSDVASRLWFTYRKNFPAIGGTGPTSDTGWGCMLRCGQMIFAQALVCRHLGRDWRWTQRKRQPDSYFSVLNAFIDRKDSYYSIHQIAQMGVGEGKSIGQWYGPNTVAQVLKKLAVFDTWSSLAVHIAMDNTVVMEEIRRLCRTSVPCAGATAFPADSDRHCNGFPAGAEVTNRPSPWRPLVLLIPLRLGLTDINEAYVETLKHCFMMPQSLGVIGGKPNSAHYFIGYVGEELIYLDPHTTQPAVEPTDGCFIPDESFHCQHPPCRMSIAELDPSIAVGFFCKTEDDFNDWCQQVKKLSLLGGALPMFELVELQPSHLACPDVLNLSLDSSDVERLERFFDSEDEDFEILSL
* hit, by the source's call.

SMILES | hIAP block | A3G deaminase | beta cell repl | MPTP inh | mIAP inh | APOBEC3A inh | mIAP act | hIAP activ | ATG4B inh
CC(=O)NS(=O)(=O)c1ccc(NC(=O)CCC2CCCC2)cc1 | -4 | 0 | -1 | -1.4 | 2 | 1 | 0.98 | 1 | -3
Cc1cc(C(=O)CSc2nc3ccccc3c(=O)n2C)c(C)n1Cc1ccc2c(c1)OCO2 | 5 | -1 | -6 | 97* | 26 | 0 | 0.73 | 0.95 | -12
CN(C)c1cc[n+](CC(=O)c2ccc(Br)cc2)cc1 | 10 | -4 | -3 | 0.8 | -1 | -1 | 1 | 0.9 | -7
COc1ccc(S(=O)(=O)N/N=C\c2ccccc2F)cc1 | 8 | -10 | -2 | 0.1 | -4 | -3 | 1 | 0.92 | 7
CCN(CC(=O)Nc1c(F)cccc1F)C(=O)c1ccc(=O)n(Cc2ccccc2)n1 | -30 | -1 | -1 | -1.7 | -6 | 3 | 1.1 | 1.3 | -1
O=C(Nc1ccccc1O)c1c(O)c2c([nH]c1=O)CCCC2 | 11 | -7 | -3 | 3.0 | 10 | -2 | 0.91 | 0.89 | 5
COc1cccc(NC(=O)CN(C)CC(=O)c2c(N)n(Cc3ccccc3)c(=O)n(C)c2=O)c1 | 12 | -6 | -2 | -0.6 | -18 | -1 | 1.2 | 0.88 | -12
Cc1nc(N)nc(COc2ccccc2)n1 | -11 | -5 | -2 | 0.8 | -1 | -3 | 1 | 1.1 | 6
Cc1cc[n+](Cc2ccc([N+](=O)[O-])cc2)cc1 | -5 | -13 | -1 | -1.0 | 7 | 15 | 0.93 | 1.1 | -5
Cc1ccc(CCNC(=O)CN2C(=O)COc3ccccc32)cc1 | -6 | -7 | 0 | -1.4 | -9 | -2 | 1.1 | 1.1 | 2
CC1(c2ccc(Cl)cc2Cl)NC(=O)N(CC(=O)NC2CCCCC2)C1=O (centres undefined) | 8 | -6 | 1 | -0.2 | -3 | 4 | 1 | 0.92 | 0
CCCCNC(=O)Cn1cnc2sc(C(=O)OCC)c(C)c2c1=O | 0 | -12 | -2 | 1.1 | 8 | -9 | 0.92 | 1 | 0
Cc1c(C(=O)c2ccc(Cl)c([N+](=O)[O-])c2)c2ccccn2c1CCC#N | 9 | -4 | -6 | 0.2 | 6 | -8 | 0.94 | 0.91 | 14
CCOC(=O)C(NC(=O)CCl)(Nc1sc(C)c(CC)c1C#N)C(F)(F)F (centres undefined) | 18 | -4 | -4 | -1.2 | -1 | -2 | 1 | 0.82 | -9
CCc1noc(C)c1C(=O)N1CCC(CCC(=O)Nc2cccc(OC)c2)CC1 | -14 | -6 | -1 | 1.0 | -6 | -4 | 1.1 | 1.1 | -6
CCOc1ccc(C(=O)NC(C(=O)NCC(c2cccs2)N(C)C)C(C)C)cc1 (centres undefined) | -3 | 0 | 8 | 0.9 | -12 | -2 | 1.1 | 1 | -21
CC(=O)c1c(C(C)=O)c(C)n(-c2nc(-c3ccc(Br)cc3)c(C)s2)c1C | -5 | -6 | -1 | 13 | 10 | -1 | 0.9 | 1.1 | -2
CN(C)CCOC(=O)c1sc2ccccc2c1Cl | -8 | -5 | -2 | 0.6 | -2 | 3 | 1 | 1.1 | 3
O=C(CN1C(=O)NC2(CCCc3ccccc32)C1=O)c1ccc(F)cc1 (centres undefined) | -6 | -8 | -3 | 4.0 | -12 | -3 | 1.1 | 1.1 | 5
COC(=O)c1cc(-c2ccc3c(c2)OCO3)nc2ccccc12 | 13 | 1 | 3 | 0.1 | -8 | 3 | 1.1 | 0.87 | -4
COc1ccc(C2c3ccc(O)cc3Oc3ncn(Cc4ccccc4)c(=N)c32)cc1OC (centres undefined) | 2 | -1 | -6 | 0.2 | 6 | 0 | 0.94 | 0.98 | -7
O=C(Oc1ccc(N(Cc2cccs2)C2=NS(=O)(=O)c3ccccc32)cc1)c1ccc(Cl)cc1 | -4 | -4 | -3 | -1.5 | -8 | -6 | 1.1 | 1 | -6
Cc1cc([N+](=O)[O-])ccc1NC(=O)C(C)NC1CCCCC1 (centres undefined) | -21 | -5 | -1 | 0.4 | 12 | 1 | 0.88 | 1.2 | -7
COc1cc(CCC(=O)OCC(=O)Nc2ccc(C)cc2Br)cc(OC)c1OC | 10 | -8 | 0 | -0.8 | 11 | -1 | 0.89 | 0.9 | -9
O=C(NCCc1ccccc1)c1ccc2c(=O)[nH]c3c(C(=O)NCC4CCCO4)sc(=S)n3c2c1 (centres undefined) | -16 | 13 | -3 | -0.2 | 12 | 0 | 0.88 | 1.2 | 18
CC(=O)c1cccc(NC(=O)CSc2n[nH]c(=O)n2C2CC2)c1 | -18 | -7 | -1 | -0.6 | 7 | -4 | 0.93 | 1.2 | 10
Cc1ccc(CNC(=O)CSc2ccsc2[N+](=O)[O-])cc1 | 6 | -3 | -3 | -1.3 | 14 | -1 | 0.86 | 0.94 | 14
O=S(=O)(NC(=S)c1ccccc1)c1ccc(F)cc1 | 4 | -5 | 0 | 0.3 | 2 | -4 | 0.98 | 0.96 | 4
O=C(Nc1ncc(S(=O)(=O)c2ccc([N+](=O)[O-])cc2)s1)c1cccc2ccccc12 | -7 | -3 | -3 | 54* | 18 | 0 | 0.82 | 1.1 | 2
COc1ccc(-c2cc3cccc(OC)c3oc2=O)cc1 | 2 | -5 | -6 | 0.3 | 6 | -1 | 0.94 | 0.98 | -10
C=CCOC(=O)C1=C(C)NC(SCC(=O)Nc2nccs2)=C(C#N)C1c1cccs1 (centres undefined) | -9 | -4 | -4 | -1.4 | 9 | -2 | 0.91 | 1.1 | -6
Cc1cccc(-c2oc3ccccc3c2C#CCCO)c1 | -18 | -9 | -8 | 1.1 | -3 | -2 | 1 | 1.2 | 3
COc1ccc(S(=O)(=O)NCC2CCCO2)cc1NC(=O)c1ccccc1 (centres undefined) | 14 | 8 | 0 | -0.8 | -7 | 2 | 1.1 | 0.86 | 1
COc1cc2c(cc1OC)CN(c1nc(CN3CCOCC3)nc3sc4c(c13)CCC(C)C4)CC2 (centres undefined) | -15 | -10 | -6 | 0.9 | -6 | -5 | 1.1 | 1.1 | -18
CCc1noc(C)c1C(=O)NCCc1ccc(OC)c(OC)c1 | 3 | -8 | -3 | -0.7 | 9 | -2 | 0.91 | 0.97 | 9
O=C(NCCc1ccc(Cl)cc1)C1CCN(C(=O)c2ccc(F)cc2)CC1 | -3 | -4 | -1 | -2.3 | 0 | 4 | 1 | 1 | -12
CC(CC12CC3CC(CC(C3)C1)C2)NCc1ccccc1O (centres undefined) | 4 | -4 | -5 | 27 | 5 | -7 | 0.95 | 0.96 | -5
Oc1ccccc1CN1CCC(C(O)(c2ccccc2)c2ccccc2)CC1 | 8 | -5 | -6 | -0.5 | 3 | -3 | 0.97 | 0.93 | -9
CCOC(=O)c1ccc(NC(=O)c2ccc(NS(C)(=O)=O)cc2)cc1 | -21 | -4 | -2 | -0.2 | -16 | -3 | 1.2 | 1.2 | 0
O=C1c2ccccc2NC2(CCCC2)N1O | -21 | -5 | 0 | -0.9 | 10 | -1 | 0.9 | 1.2 | -3
O=C(NCC1CCCO1)c1cn(-c2ccccc2)nc1-c1ccccc1 (centres undefined) | -3 | -1 | -4 | -0.5 | -21 | -3 | 1.2 | 1 | 4
CC(C)=N/N=C1/NC(=O)C(Cc2ccccc2)S1 (centres undefined) | -12 | -6 | -1 | 0.3 | -3 | -6 | 1 | 1.1 | -3
CCOC(=O)N/N=C(\C)c1ccc(Br)cc1 | -3 | 12 | 0 | 0.5 | -5 | 2 | 1 | 1 | -3
CCCN(CCC)S(=O)(=O)c1cc2c3c(c1)CCN3C(=O)CC2 | -26 | -1 | -1 | -1.0 | 5 | 4 | 0.95 | 1.3 | -3
COc1ccccc1/C=C/C(=O)NC(=S)Nc1ccccn1 | 0 | 19 | -3 | 0.3 | -5 | 0 | 1 | 1 | 8
CC1(c2ccc(OC(F)F)cc2)NC(=O)N(CC(=O)Nc2ccc3[nH]c(=O)[nH]c3c2)C1=O (centres undefined) | -2 | -6 | -1 | -0.8 | -3 | 14 | 1 | 1 | -11
O=C(CN(Cc1ccccc1)C(=O)c1csnn1)NCc1ccc2c(c1)OCO2 | -13 | -9 | -4 | 0.2 | 1 | -3 | 0.99 | 1.1 | 3
CCOC(=O)N1CCN(c2ncnc3c2[nH]c2ccc(OC)cc23)CC1 | -6 | -1 | 2 | 0.4 | 1 | 0 | 0.99 | 1.1 | -11
COc1ccc(OC)c(/C=N/NC(=O)c2ccncc2)c1 | -18 | -4 | 1 | -0.3 | 12 | -6 | 0.88 | 1.2 | 8
Cn1cccc1C(=O)NC(=O)COC(=O)CNC(=O)c1ccc(Cl)cc1Cl | 3 | -6 | -2 | -1.7 | -1 | -3 | 1 | 0.97 | -3
Cc1nn(CC(=O)c2cccc(Cl)c2)c(C)c1[N+](=O)[O-] | 3 | -7 | -2 | 0.5 | 0 | 0 | 1 | 0.97 | -12
CCC(Oc1ccc(Br)cc1Cl)C(=O)Nc1nnc(C2CC2)s1 (centres undefined) | -13 | -2 | 6 | 1.4 | 9 | 1 | 0.91 | 1.1 | 11

Twelve of the compounds above, comma-delimited.
SMILES,hIAP block,A3G deaminase,beta cell repl,MPTP inh,mIAP inh,APOBEC3A inh,mIAP act,hIAP activ,ATG4B inh
Cc1ccc(CCNC(=O)CN2C(=O)COc3ccccc32)cc1,-6,-7,0,-1.4,-9,-2,1.1,1.1,2
CC1(c2ccc(Cl)cc2Cl)NC(=O)N(CC(=O)NC2CCCCC2)C1=O (centres undefined),8,-6,1,-0.2,-3,4,1,0.92,0
CCCCNC(=O)Cn1cnc2sc(C(=O)OCC)c(C)c2c1=O,0,-12,-2,1.1,8,-9,0.92,1,0
Cc1c(C(=O)c2ccc(Cl)c([N+](=O)[O-])c2)c2ccccn2c1CCC#N,9,-4,-6,0.2,6,-8,0.94,0.91,14
CCOC(=O)C(NC(=O)CCl)(Nc1sc(C)c(CC)c1C#N)C(F)(F)F (centres undefined),18,-4,-4,-1.2,-1,-2,1,0.82,-9
CCc1noc(C)c1C(=O)N1CCC(CCC(=O)Nc2cccc(OC)c2)CC1,-14,-6,-1,1.0,-6,-4,1.1,1.1,-6
CCOc1ccc(C(=O)NC(C(=O)NCC(c2cccs2)N(C)C)C(C)C)cc1 (centres undefined),-3,0,8,0.9,-12,-2,1.1,1,-21
CC(=O)c1c(C(C)=O)c(C)n(-c2nc(-c3ccc(Br)cc3)c(C)s2)c1C,-5,-6,-1,13,10,-1,0.9,1.1,-2
CN(C)CCOC(=O)c1sc2ccccc2c1Cl,-8,-5,-2,0.6,-2,3,1,1.1,3
O=C(CN1C(=O)NC2(CCCc3ccccc32)C1=O)c1ccc(F)cc1 (centres undefined),-6,-8,-3,4.0,-12,-3,1.1,1.1,5
COC(=O)c1cc(-c2ccc3c(c2)OCO3)nc2ccccc12,13,1,3,0.1,-8,3,1.1,0.87,-4
COc1ccc(C2c3ccc(O)cc3Oc3ncn(Cc4ccccc4)c(=N)c32)cc1OC (centres undefined),2,-1,-6,0.2,6,0,0.94,0.98,-7
